Vif inh = HIV Vif inhibition; inhibition, % at 7.49 µM; HEK293T cells, Vif self-association by quenched fluorescence, imaging, 24 h; 0.35% of 340,000 active; AID 602346; in the data active = inhibition above about 50%, passing the limit was not always enough; inconclusive = no clear call, values can overlap the other calls; inactive = below about 31%; also: some results filed as inactive read as strong as hits
MC4R ag barr = human MC4R agonism via beta-arrestin; activation, % at 8.9 µM; AID 540308; U2OS MC4R beta-arrestin complementation, luminescence; percent of melanotan II response, DMSO zero; 0.98% of 360,000 active; P32245;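 active = activation above a per-plate cutoff, the mean activation of sample wells on that plate plus 3 SD, cut at about 8% in these data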
Target sequence (P32245 whole entry, looked up): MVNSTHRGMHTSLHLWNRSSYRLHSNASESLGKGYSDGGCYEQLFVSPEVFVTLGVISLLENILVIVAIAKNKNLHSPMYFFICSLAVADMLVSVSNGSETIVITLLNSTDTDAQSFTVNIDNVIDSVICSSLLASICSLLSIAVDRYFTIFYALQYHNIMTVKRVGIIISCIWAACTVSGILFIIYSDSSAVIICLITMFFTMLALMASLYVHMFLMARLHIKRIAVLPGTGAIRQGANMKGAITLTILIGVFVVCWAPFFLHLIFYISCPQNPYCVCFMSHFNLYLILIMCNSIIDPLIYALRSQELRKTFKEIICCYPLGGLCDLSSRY
HTR2A ag = activates the mouse 5-HT2A serotonin receptor | P35363 | activation, % at 7.6 µM | CHO-K1 mHTR2A beta-arrestin complementation, luminescence; percent of 30 µM serotonin response | 0.66% of 360,000 active;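 active = activation above a run cutoff, the mean activation of all tested compounds plus 3 SD, cut at about 14% in these data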;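 also: 0% = plate median of compound wells and 100% = 30 µM serotonin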
Target sequence (P35363 whole entry, looked up): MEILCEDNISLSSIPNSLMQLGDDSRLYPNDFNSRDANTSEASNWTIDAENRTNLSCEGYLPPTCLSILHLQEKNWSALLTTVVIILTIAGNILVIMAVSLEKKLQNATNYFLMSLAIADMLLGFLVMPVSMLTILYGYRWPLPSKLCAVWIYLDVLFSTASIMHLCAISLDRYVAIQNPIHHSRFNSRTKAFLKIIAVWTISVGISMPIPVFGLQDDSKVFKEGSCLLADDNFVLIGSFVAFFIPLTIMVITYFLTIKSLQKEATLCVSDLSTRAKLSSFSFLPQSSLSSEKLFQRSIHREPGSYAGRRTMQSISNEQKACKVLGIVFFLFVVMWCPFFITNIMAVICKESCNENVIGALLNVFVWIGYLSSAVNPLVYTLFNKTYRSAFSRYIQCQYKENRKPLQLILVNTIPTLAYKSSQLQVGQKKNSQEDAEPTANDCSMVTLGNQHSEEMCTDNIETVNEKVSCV
H9c2 protect = protects H9c2 cardiomyocytes from peroxide injury | H2O2 injury protection, ATPLite, 2 h | protection from H2O2 cell death, % at 20 µM | 0.63% of 360,000 active | AID 588492;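 active = compounds giving at least 50% protection of heart cells from peroxide-induced death in the single-dose screen, raw or plate-pattern-corrected value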;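 also: 0% = DMSO wells with peroxide and 100% = DMSO wells without peroxide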
ABCB6 inh MLPCN = human ABCB6 transporter inhibition; Q9NP58; K562-ABCB6 porphyrin accumulation, flow cytometry, 1 h; stronger effect = lower value; fluorescence ratio to DMSO, % at 10 µM; 0.19% of 360,000 active;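 active = fluorescence ratio to DMSO below 75%, the collection mean minus 3 SD; inconclusive = too few cells collected in the well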;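 also: signal is porphyrin accumulated inside mitochondria; 100% equals median channel fluorescence of DMSO control wells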
Glyco luc inh = blocks N-linked glycosylation in D54 reporter cells; D54 ERlucT glycosylation luciferase reporter, 24 h; percent of 100 nM tunicamycin response; reporter increase, % at 12.5 µM; 0.23% of 360,000 active;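 active = mean luciferase reporter signal, scaled so untreated is 0 and the glycosylation-blocking control 100, at or above a set limit in every replicate; inconclusive = mean reaches the limit but not every replicate does; inactive = mean below the limit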;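 also: luciferase carries N-glycosylation sites so blocking glycosylation raises the light; 0% = median of neutral control wells and 100% = median of 100 nM tunicamycin wells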
aDG glyco act = alpha-DG glycosylation activation; Pro5-aDG cells, alpha-DG glycosylation AlphaScreen (IIH6); 0% Pro5, 100% B10-LARGE cell signal; activation, % at 10 µM; 0.22% of 360,000 active; AID 624168;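 active = activation of at least 8% versus controls, or a plate z-score of at least 8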;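 also: Pro5 are CHO cells carrying HIG-tagged alpha-DG that lacks glycosylation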
CaV13 FRET inh = Disruptors of the CACNA1D IQ motif to Ca2+-dependent inactivation inhibitor domain association, primary screening, Förster resonance energy transfer in intact living …; inhibition, % at 12.3 µM; HEK cells, CFP/YFP FRET ICDI-IQ, plate reader, 10 min; percent FRET-ratio fall versus neutral wells; 0.098% of 340,000 active;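 active = mean replicate inhibition of at least 30% and at least 1% of replicates passing that level; inconclusive = only one of the two criteria is met; inactive = neither criterion is met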;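 also: 0% = median of the neutral control wells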
MC4R antagonist = antagonists of human melanocortin 4 receptor (MC4R). P32245. MC4R-expressing cells, MTII-stimulated cAMP, LANCE TR-FRET. inhibition, % at 6.5 µM. 0.48% of 360,000 active. AID 540295;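 active = inhibition above its plate's cutoff, the mean of tested wells on that plate plus 3 SD, cut at about 29% in these data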;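 also: 0% = Melanotan II alone and 100% = Melanotan II plus saturating MCL0020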
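Assay system: human MC4R-expressing U2OS cells; reagent: Melanotan II stimulation of cells; dosing: 6.5 µM single dose; timing: compound 30 min, challenge 1 h, detection 1 h; signal: TR-FRET cAMP assay; replicates: one well per compound, no replicates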
PDI inh = PDI (human) enzyme inhibition. PDI insulin aggregation turbidity, A650, 90 min. inhibition, % at 10 µM. 0.052% of 350,000 active;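 active = mean inhibition across replicates of 30% or more, whatever share of single replicates reach that level; inconclusive = mean inhibition below 30% while every single replicate reaches 30%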;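 also: absorbance from insulin aggregation driven by PDI reduction with DTT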
Numbers without * were called inactive; ? = inconclusive; . = not tested or not shown.

Each structure is followed by: PDI inh, HTR2A ag, ABCB6 inh MLPCN, H9c2 protect, aDG glyco act, Vif inh, MC4R ag barr, MC4R antagonist, Glyco luc inh, CaV13 FRET inh
1. CC(C)[C@H](NS(=O)(=O)c1ccccc1)C(=O)OCC(=O)N1N=C(c2ccc(Cl)cc2)CC1c1ccco1 (some centres undefined)
→ -4, 4, 98, -6, 0.6, -6, -0.7, 5, -1, .
2. CCN(CC(=O)Nc1c(F)cccc1F)C(=O)c1ccc(N2CCCC2)c([N+](=O)[O-])c1
→ -3, 3, 99, -2, -0.1, 4, -2.7, 9, -1, -2
3. COc1ccc(C(=O)Nc2cc(Cl)ccc2OC(=O)c2ccc(OC)cc2)cc1
→ 2, 1, 100, -12, -0.2, 4, 14*, 16, -7, .
4. O=C(/C=C/c1ccc([N+](=O)[O-])cc1)OCC(=O)N1CCCCCC1
→ -1, -1, 102, -1, 0.3, 13, 1.4, -4, -1, -2
5. CC(=O)N1CC2(C)CN(C(C)=O)CC(C)(C1)C2O (centres undefined)
→ 15, -2, 89, 2, -0.3, 2, -2.6, 0, 3, 1
6. COc1ccc(N2CCN(C(=O)NC3CCCCC3)CC2)cc1
→ 1, 4, 97, 2, 0.3, 3, -0.4, 3, 0, 1
7. Cn1cc(C(=O)C(=O)N2CCCc3ccccc32)c2ccccc21
→ -4, -2, 93, 12, 0.0, 3, -1.4, -13, 14, -2
8. CC(NC(=O)CN1C(=O)NC(Cc2ccccc2)(Cc2ccccc2)C1=O)C12CC3CC(CC(C3)C1)C2 (centres undefined)
→ 3, 3, 88, 7, 0.8, -11, 0.3, 7, -8, .
9. C[C@]12C(=O)N(c3ccc(C(F)(F)F)cc3)C(=O)N1[C@H]1c3ccccc3OC[C@@H]1[C@H]2c1ccccc1
→ -1, -6, 105, -1, -0.2, 6, 4.2, 13, -10, -4
10. CN(CC(=O)NC1CCCC1)S(=O)(=O)c1cccc(Cl)c1
→ -2, -4, 99, 9, -0.1, 19, -1.9, 8, 1, -7
11. Cn1c(=O)oc2cc(S(=O)(=O)NCCN3CCCCCC3)ccc21
→ -5, -2, 99, 1, -0.2, 10, -0.2, 1, -2, -8
12. CCN(c1ccccc1)S(=O)(=O)c1cccc(C(=O)Nc2ccc(C)cn2)c1
→ -2, -2, 98, 0, 0.6, ., 1.7, 13, -3, .
13. Cc1cc(C)c2c(N)c(C(=O)NNC(=O)c3ccccc3)sc2n1
→ -18, -1, 99, -4, 0.0, 3, -1.2, 13, 2, -9
14. CC(C)[C@H](NS(=O)(=O)c1ccccc1)C(=O)OCn1nnc2ccccc2c1=O
→ -4, 2, 101, 13, 0.0, 7, 2.3, 4, 1, -6
15. CC(=O)N1CCN(Cc2nc3scc(-c4ccccc4)c3c(=O)[nH]2)CC1
→ 5, -6, 96, -2, -0.1, -2, -3.5, -4, 0, 3
16. CCOc1ccc2nc(SCC(=O)N3c4ccccc4Sc4ccccc43)c(C#N)cc2c1
→ 4, 2, 98, -2, -0.3, 2, -2.6, 8, -3, -16
17. CC(=O)Nc1ccc2c(c1)C(=O)N(C1CCCCC1)C2=O
→ -2, 6, 185, -15, -0.2, ., -1.3, 3, -2, 0
18. CC(=O)c1ccc(N2CCN(S(=O)(=O)c3csc(C(N)=O)c3)CC2)cc1
→ 10, 1, 95, 2, 0.2, -4, -2.8, 1, 3, -2
19. COc1ccccc1C(=O)Nc1nnc(-c2ccc(F)cc2)o1
→ -6, -4, 103, 44, -0.2, -4, -1.5, 3, 2, -5
20. Cc1nc(N)sc1-c1csc(NCc2ccccc2)n1
→ 3, -2, 102, 5, 0.4, -2, -1.4, 8, 1, .
21. CS(=O)(=O)N1CCC(C(=O)O)CC1
→ 5, 4, 99, 0, -0.2, 1, 1.8, 3, 1, -8
22. COc1ccc(N2C(=O)C3CCCN3C2c2ccccc2F)cc1 (centres undefined)
→ ., 1, 93, 0, -0.1, 1, 0.6, -2, -3, -3
23. O=S(=O)(Nc1cccc(-c2cn3c(n2)SCC3)c1)c1ccccc1
→ 0, -7, 94, 4, 0.0, -10, -1.6, 13, -3, -6
24. CC(C)(C)SCCNC(=O)CN(c1ccc(F)c(Cl)c1)S(C)(=O)=O
→ -3, -3, 100, -2, 0.0, -2, -1.0, 0, 0, -5
25. O=C(COC(=O)C1CCC1)NCCc1ccc(Cl)cc1Cl
→ 0, -4, 101, 2, -0.2, 6, -3.4, 5, -1, -2
26. CCOc1ccc(C(=O)NCc2ccccc2OC)cc1
→ 3, 1, 102, 5, -0.1, 0, 0.2, 14, 1, -7
27. CCC(C)NC(=O)C1CCN(S(=O)(=O)c2cccnc2)CC1 (centres undefined)
→ 2, -3, 96, 6, -0.1, -6, 0.8, 15, 1, .
28. Cc1ccc(C(=O)NCC2CCCO2)o1 (centres undefined)
→ -1, 4, 94, 1, -0.1, 0, -1.5, 7, 1, -4
29. Cc1cccc(C)c1N=C1C(=O)Nc2ccccc21
→ -2, -3, 94, -10, 0.5, 3, -1.5, 17, 1, -2
30. Cc1ccc(-c2nn(-c3ccc(F)cc3)cc2C(=O)NC2CCC(O)CC2)cc1 (centres undefined)
→ -2, -6, 103, -4, 0.0, 13, -4.4, 5, 1, -6
31. CCc1nnc(NS(=O)(=O)c2ccc(NC(=S)NC(=O)c3ccncc3)cc2)s1
→ -6, 3, 98, 2, 0.0, 2, -2.2, -9, 0, -5
32. O=C(Cc1ccc(-n2c(=S)[nH]c3ccccc3c2=O)cc1)N1CCN(c2ccccc2)CC1
→ 3, 0, 96, 14, 0.5, -52, 4.5, 2, 5, -4
33. CCCCN(CCCC)CCCNC(=O)C1CC(c2cc(C(F)(F)F)cc(C(F)(F)F)c2)=NO1 (centres undefined)
→ -3, 7, 95, -3, 0.2, 7, -0.2, 5, 0, -11
34. O=C(CN1CCN(S(=O)(=O)c2ccccc2)CC1)Nc1ccc2c(c1)OCO2
→ -9, -3, 90, 4, 0.0, ., 0.2, 15, 0, 0
35. Cc1ccc2[nH]cc(CCCN3C(=O)c4ccccc4C3=O)c2c1
→ -7, -3, 98, 5, 0.3, -1, 1.9, 22, -9, -7
36. COc1cc(CNC(C)C23CC4CC(CC(C4)C2)C3)ccc1OCC(=O)NC(C)(C)C (centres undefined)
→ 11, 7, 100, -2, 0.8, 0, 0.9, 12, -5, -18
37. Cc1cc(C)c2nc(N3CCC(C(=O)NCC4CCCO4)CC3)sc2c1 (centres undefined)
→ 3, 6, 104, -5, 0.4, -6, -2.8, 13, 0, -3
38. CCOC(=O)/C(C#N)=C/c1cn(CCC(=O)O)nc1-c1cccc(Br)c1
→ 3, 3, 98, -6, -0.4, 11, -1.4, 5, 1, -13
39. CC(=O)Nc1ccc(S(=O)(=O)N(C)CC(=O)Nc2nc3ccccc3[nH]2)cc1
→ 3, -3, 99, 3, -0.2, -6, -1.9, 19, 2, -7
40. COc1ccc(CC(NC(C)=O)C(=O)NC2CCN(S(=O)(=O)c3ccccc3)CC2)cc1OC (centres undefined)
→ 8, 6, 99, 3, 0.1, ., 0.2, 8, 1, -6
41. CCC1CCCCN1CCNC(=O)CNS(=O)(=O)c1ccc2nc(C)sc2c1 (centres undefined)
→ -1, -3, 87, -2, -0.1, 14, -1.6, -2, 2, -6
42. COc1ccc(NC(=O)COC(=O)c2ccc(C)c(S(=O)(=O)N3CCCCC3)c2)cc1
→ 1, -6, 101, -11, 0.1, 3, -1.0, 2, -2, -6
43. CC(=O)Nc1cccc(-n2nnc(SCC(=O)Nc3ccc(F)c(Cl)c3)n2)c1
→ -22, -7, 96, -3, -0.1, ., -1.9, 6, -2, -5
44. COC(=O)CCCC(=O)N1CCCC(C(=O)c2ccccc2SC)C1 (centres undefined)
→ 1, 6, 100, 4, 0.3, -4, -0.2, 11, 1, -5
45. CCN(CC)CCC(=O)N1C/C(=C/c2ccccc2)C(=O)/C(=C\c2ccccc2)C1
→ 15, 0, 95, -16, -0.3, ?, -3.1, 7, -17, -10
46. CCc1cc(C(=O)N2CCN(c3ccccn3)CC2)sc1C
→ -15, -4, 98, -5, 0.2, -10, -3.5, 3, -1, -6
47. COc1ccc(CN(C)C(=O)COC(=O)c2ccc(-c3ccccc3)cc2)c(OC)c1OC
→ 16, 1, 98, -7, 1.5, -3, -1.9, -1, 0, -7
48. CC(C)(C)OC(=O)CNC(=O)c1[nH]cnc1C(=O)N[C@@H](CCCCNC(=O)OC(C)(C)C)C(=O)OC(C)(C)C
→ 6, -4, 94, 18, -0.1, -7, 0.8, 10, -2, -9
49. C[C@H](CO)N1C[C@H](C)[C@@H](CN(C)C(=O)Nc2ccccc2)Oc2c(NC(=O)Nc3ccccc3)cccc2C1=O
→ 2, -2, 84, 6, -0.1, ., -1.5, 6, 8, -11
50. Cc1cccc(NC(=O)/C=C/c2ccc(Cl)cc2)n1
→ 11, -2, 89, -16, 0.8, -6, -1.6, 5, -7, -5
51. N#C/C(=C\c1c(N2CCCCC2)nc2ccccn2c1=O)C(=O)NC1CCS(=O)(=O)C1 (centres undefined)
→ -4, -1, 98, 2, -0.1, 15, -0.9, 17, -1, -1
52. CCOc1ccc(C(=O)CCC(=O)N2CCN(c3ccccc3O)CC2)cc1
→ -5, 5, 98, 3, -0.2, -9, -0.6, -3, 2, -6
53. COC(=O)C1CCN(C(c2cc(OC)c(OC)c(OC)c2)c2sc3nc(C)nn3c2O)CC1 (centres undefined)
→ ., 0, 100, -2, 0.1, -7, 0.0, 9, 5, -4
54. CCn1c(SCC(=O)Nc2cc(C)on2)nnc1-c1cccc(C)c1
→ -10, 10, 96, -10, 0.1, 2, 1.6, 0, -1, -4
55. COc1ccccc1-c1cc(C(=O)NCc2cccs2)no1
→ -3, -2, 107, 3, 0.0, 2, 1.4, 1, 3, -4

Bioassay records from PubChem.

The order is random; about 3.6% have a hit in one of these screens.
